APJ agonist: agonists of human apelin receptor APJ, primary screen, CHO-K1 cells, PathHunter beta-arrestin, luminescence; activation, % at 20 µM; hit rate 0.11% among 330,000; P35414; 0% DMSO wells, 100% apelin;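 active means activation more than six SD over the plate average, tested at 20 µM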;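 further: 0% = DMSO alone and 100% = apelin-13 at 10 nM; some results filed as inactive read as strong as hits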
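Incubation: overnight seeding, 90 min compound at 25 °C, 1 h detection; test system: PathHunter CHO-K1 APJ (AGTRL-1) beta-arrestin reporter cells; amount: 1000 cells/well; doses: one dose, 20 µM compound, 1% DMSO; measured by: beta-gal luminescence; measure: agonist-driven arrestin binding to APJ; benchmarks: negative DMSO alone, positive Apelin-13 at 10 nM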
CCR6 antagonist: CCR6 receptor antagonists, primary screen, cell-based, CHO-K1, luminescence, beta-arrestin, uHTS; inhibition, % at 20 µM; hit rate 0.49% among 340,000; CHO-K1 CCR6 PathHunter beta-arrestin, CCL20-stimulated; C-C chemokine receptor type 6 (Homo sapiens), P51684; AID 493098, 2011;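 active means compounds whose inhibition of the agonist-driven luminescence signal at 20 µM reaches about 50%, limit read from the data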;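 further: cells stimulated with CCL20 at 14 nM final; plate controls were DMSO with CCL20 for no effect and DMSO without agonist for full effect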
UBC13 polyUb: UBC13 polyubiquitin chain formation inhibitors, primary screen, biochemical, TR-FRET, uHTS; Ubiquitin-conjugating enzyme E2 N (Homo sapiens), P61088; inhibition, % at 20 µM; hit rate 0.47% among 330,000; AID 485273, 2010; in the data active means inhibition above about 45%, passing the limit was not always enough; inconclusive means no clear call, values can overlap the other calls
Target sequence (P61088 whole entry, looked up): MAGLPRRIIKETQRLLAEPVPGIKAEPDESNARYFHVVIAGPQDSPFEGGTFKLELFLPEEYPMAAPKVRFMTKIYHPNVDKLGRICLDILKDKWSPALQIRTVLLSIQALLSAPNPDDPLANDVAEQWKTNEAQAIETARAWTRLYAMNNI
ATG4B inhibitor: ATG4B protease inhibitors, primary screen, biochemical, fluorescence, uHTS. AID 504462, 2011. ATG4B cleavage of LC3-PLA2, NBD-HPC fluorescence, 1 h. hit rate 0.51% among 340,000. inhibition, % at 8.33 µM; in the data active means inhibition above about 40%
EBI2 antag: EBI2 receptor antagonists, beta-arrestin recruitment, primary screen, cell-based, luminescence, 7a,25-OHC stimulation, uHTS | G-protein coupled receptor 183 (Homo sapiens), P32249 | 7a,25-OHC stimulated | hit rate 0.81% among 360,000 | inhibition, % at 5 µM; in the data active means inhibition above about 38%;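 further: enzyme fragment complementation signal reports receptor beta-arrestin coupling in cells; 0% = agonist plus DMSO wells and 100% = wells without agonist; some results beyond the cut were filed as inactive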
Target sequence (P32249 whole entry, looked up, the tested form may be a part): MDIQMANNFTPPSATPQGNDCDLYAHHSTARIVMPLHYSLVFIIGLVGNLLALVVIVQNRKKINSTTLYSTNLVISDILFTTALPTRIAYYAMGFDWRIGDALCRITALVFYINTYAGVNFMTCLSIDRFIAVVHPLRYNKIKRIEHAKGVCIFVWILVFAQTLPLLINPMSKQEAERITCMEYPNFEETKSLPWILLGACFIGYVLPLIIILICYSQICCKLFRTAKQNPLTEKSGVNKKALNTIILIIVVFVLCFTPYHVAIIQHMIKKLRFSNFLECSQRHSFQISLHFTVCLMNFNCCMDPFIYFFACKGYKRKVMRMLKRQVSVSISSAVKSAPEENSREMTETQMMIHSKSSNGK
Gli-Sufu block: Gli-Sufu pathway antagonists, primary screen, luciferase luminescence, Sufu-KO-LIGHT cells, uHTS; Sufu-KO-LIGHT fibroblasts, Gli luciferase reporter luminescence; inhibition, % at 5 µM; hit rate 0.74% among 340,000;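 active means inhibition above about 55%, limit read from the data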;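 further: 0% = DMSO-treated cells and 100% = wells with medium but no cells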
APJ antagonist: antagonists of human apelin receptor APJ, primary screen, CHO-K1 cells, beta-arrestin complementation, luminescence. P35414. inhibition, % at 20 µM. hit rate 0.32% among 330,000;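 active means inhibition above about 40% at 20 µM, limit read from the data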;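 further: cells challenged with 10 nM apelin-13 agonist together with compound; plate controls were apelin-13 plus DMSO wells for no effect and DMSO wells lacking apelin-13 for full effect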
CXCR6 inh: CXCR6 receptor inhibitors, primary screen, cell-based, beta-arrestin, luminescence, CHO-K1 PathHunter, 1536-well; C-X-C chemokine receptor type 6 (Homo sapiens), O00574; inhibition, % at 20 µM; hit rate 0.36% among 360,000; AID 602244, 2012; in the data active means inhibition above about 34%, passing the limit was not always enough;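 further: antagonist mode with CXCL16 agonist at 10 nM final; 0% = 10 nM CXCL16 with DMSO and 100% = unstimulated wells without agonist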
Target sequence (O00574 whole entry, looked up): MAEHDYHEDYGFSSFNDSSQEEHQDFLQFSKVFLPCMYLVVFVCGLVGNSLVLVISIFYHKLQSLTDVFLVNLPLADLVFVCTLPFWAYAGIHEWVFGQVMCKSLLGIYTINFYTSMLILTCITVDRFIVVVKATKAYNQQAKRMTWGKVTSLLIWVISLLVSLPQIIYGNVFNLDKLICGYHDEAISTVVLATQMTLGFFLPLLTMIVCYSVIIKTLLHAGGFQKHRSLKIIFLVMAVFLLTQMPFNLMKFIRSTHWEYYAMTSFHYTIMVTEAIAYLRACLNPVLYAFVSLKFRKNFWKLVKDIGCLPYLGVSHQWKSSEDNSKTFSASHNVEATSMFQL
An asterisk follows results filed as active; u = inconclusive; x = no result given.

molecule,APJ agonist,CCR6 antagonist,UBC13 polyUb,ATG4B inhibitor,EBI2 antag,Gli-Sufu block,APJ antagonist,CXCR6 inh
CC1CN(c2oc(COc3ccc(Cl)cc3Cl)nc2C#N)CC(C)O1 (centres undefined),2,23,-5,-1,5,8,-17,2
Cc1ccc(S(=O)(=O)CC(=O)NCc2ccc(Cl)cc2)cc1,0,2,8,-5,1,-8,-6,2
CCC(CC)C(=O)Nc1c(C)n(C)n(-c2ccccc2)c1=O,-3,6,2,-4,-5,-8,5,-11
Cc1c(Cl)cccc1NS(=O)(=O)c1ccc(-c2ccc(=O)[nH]n2)o1,-1,-6,-1,-2,4,-12,-1,1
O=C(CSc1ncc(-c2ccccc2)nn1)NCc1ccco1,0,-6,-9,-7,-4,2,3,-4
CCCNC(=O)Cc1c(OC)ccc2cc(Br)ccc12,-3,18,-17,-6,2,-20,16,0
O=C(Nc1nnc(SCc2ccc(Cl)cc2)s1)c1ccco1,-9,1,-2,0,-18,-3,1,1
CC1CN(S(=O)(=O)c2cc(C(=O)NCc3ccncc3)ccc2Cl)CC(C)O1 (centres undefined),-2,6,1,-30,-5,1,10,-2
Cn1cc(C(=O)c2cccc(Cl)c2Cl)cc1C#N,-1,2,2,0,1,-3,-2,-4
Cc1ccccc1NS(=O)(=O)c1ccc(C(=O)N2CCC2)cc1,2,-10,-2,-7,-7,2,-2,-4
O=C(Nc1ccccc1)/C(=C1\CCCN1)[N+](=O)[O-],-4,6,-23,-7,-9,-6,-5,-11
Cc1ccc(NS(=O)(=O)c2c(C)[nH]c(C)c2C(=O)N2CCCCC2)cc1F,-4,12,4,-6,-13,-8,36,-8
c1ccc(-c2nnc(C(c3ccccc3)c3ccccc3)o2)cc1,-1,9,-12,-3,11,-3,1,-2
CCOC(=O)Cc1csc(SCC(=O)NC2CCCCC2)n1,-2,6,0,7,-4,-8,9,10
CCOC(=O)Cc1csc(NC(=O)c2ccc(N3CCOCC3)cc2[N+](=O)[O-])n1,-2,11,-30,-5,5,-24,18,-1
CC1CCN(Cc2ccc(NC(=O)C3CCN(c4nnc(-n5cccc5)s4)CC3)cc2)CC1,-4,1,38,-4,8,7,6,4
O=C(COC(=O)c1ccc(NS(=O)(=O)c2ccc(F)c(F)c2)cc1)NCC1CCCO1 (centres undefined),-4,-11,4,-1,-6,4,0,5
C[C@H](NS(=O)(=O)c1ccc(Cl)cc1)C(=O)OCC(=O)NCCc1ccc(S(N)(=O)=O)cc1,x,-10,x,-7,-1,2,x,10
CCOC(=O)c1c(/N=C/c2cc([N+](=O)[O-])ccc2O)sc(C)c1C,0,-9,u,1,-7,3,-15,3
CC(=O)Nc1ccc(S(=O)(=O)N2c3ccccc3NC(=O)CC2C)c(Cl)c1 (centres undefined),2,6,11,-3,-2,-2,-6,0
CN1CC=C2C(C#N)=C(N)C(C#N)(C#N)C(c3ccsc3)C2C1 (centres undefined),0,21,-9,-4,-15,4,7,-5
CCCn1c(=N)n(CC(=O)c2ccc(OCC(=O)OC)cc2)c2ccccc21,-3,15,2,-5,3,5,12,-3
CCOC(=O)/C(C#N)=C/NC(=O)NC(C)(C)C,-4,3,1,-4,-6,-6,-3,1
COc1ccc(C2CC2/C(=N/OC(=O)c2cccs2)c2ccccc2)cc1 (centres undefined),1,21,1,0,19,-43,-25,11
COc1cc(NC(=O)c2ccccc2Cl)ccc1NC(=O)c1cccs1,1,-3,9,5,-6,-98,6,6
O=C(Nc1ccnn1C1CCN(C(=O)c2ccc(F)cc2)CC1)C1CCOC1 (centres undefined),8,0,3,-1,7,-10,-5,-2
COc1cc(OC)cc(C(=O)NC(C(=O)NNC(=O)c2ccc(C)cc2)C(C)C)c1 (centres undefined),-5,7,2,0,3,-11,11,2
O=C(c1ccncc1)c1ccc(N2CCN(C3CC(=O)N(Cc4ccccc4)C3=O)CC2)cc1 (centres undefined),-2,-8,3,-9,1,3,5,-8
CC(On1nnc2ccccc21)C(=O)N1CCN(Cc2ccccc2)CC1 (centres undefined),-2,-2,0,3,-8,6,2,-1
Cc1cccc(C)c1NC(=O)C1CCCNC1 (centres undefined),0,9,3,-9,-2,-4,4,-2
CCC(CO)Oc1cc(NCc2cccc(Cl)c2)c2ncn(C(C)C)c2c1 (centres undefined),3,12,7,-3,-6,9,-35,-4
COc1ccc(OC)c(-c2cc(C(=O)N3CCCc4ccccc43)no2)c1,3,2,0,47*,5,5,-6,9
CCCC(CCC)C(=O)Oc1cc(C)[nH]c(=O)c1[N+](=O)[O-],0,0,-13,3,-8,9,6,0
Cc1ccc(N=C2NC(=O)S/C2=C\c2ccco2)cc1,-2,26,-8,3,7,-9,21,-6
O=C(CNC(=O)c1ccccc1)OCN1C(=O)c2ccccc2C1=O,x,11,x,5,6,-3,x,-15
Cc1c(Br)c([N+](=O)[O-])nn1CC(=O)NCc1cccnc1,-4,-5,2,-9,-4,1,23,0
COc1ccc(NC(=O)C(Cl)=C(Cl)Cl)cn1,1,-16,3,-4,14,6,9,-4
O=C(CCn1cccc1)Nc1cc(F)ccc1F,-1,18,0,4,-5,6,-16,-2
CC(C)N1CCC(=NNc2ccc(S(=O)(=O)N3CCOCC3)cc2[N+](=O)[O-])CC1,1,-2,-26,1,-12,9,-31,-3
COc1ccc(CNC(=O)CCSCc2cccc(Cl)c2)cc1,1,6,-4,-1,4,-5,17,6
O=C(c1cccc([N+](=O)[O-])c1)N1CCN(S(=O)(=O)N2CCCCC2)CC1,0,5,0,-5,1,-9,-14,-3
Cc1ccc(C)c(NC(=S)NCCCN2CCOCC2)c1,-4,-10,-11,-5,0,-9,6,-4
CCOc1ccccc1C(=O)NCC(=O)O,-4,16,5,-27,-3,1,-5,1
Cc1sc2nc(CSCC(=O)N3CC(C)OC(C)C3)[nH]c(=O)c2c1C (centres undefined),0,-3,8,9,-10,-2,19,3
NC(=O)NC(=O)COC(=O)c1cccc(NS(=O)(=O)/C=C/c2ccccc2)c1,-2,7,-4,-5,-13,-9,-14,-5
CC(C)(C)C(=O)NC1(C(F)(F)F)NC(=O)N(CCc2ccccc2)C1=O (centres undefined),-2,-6,10,-6,5,14,-10,0
CC(C)[C@H](NC(=O)c1ccccc1)C(=O)N1CCc2ccccc21,-4,17,-16,-2,6,-4,-9,0
O=C(NNC(=O)c1ccccc1O)c1ccc(NS(=O)(=O)c2ccc(F)c(F)c2)cc1,-4,7,-1,-6,-13,-5,16,-4
O=C(Oc1ccccc1Cl)c1ccccc1,x,14,x,2,-4,-2,x,4
CC(SC(C)C(=O)NN=Cc1cccc(F)c1)C(=O)NN=Cc1cccc(F)c1 (centres undefined),x,6,x,1,-1,1,x,2
CCc1ccc(N2C(=O)C(Cl)=C(N3CCCCCC3)C2=O)cc1,-1,13,3,5,3,17,2,-3
Cc1cc(Nc2ccccc2)nc(N)n1,-6,-5,-5,12,-8,8,-11,0
N#C/C(=C\c1ccc2c(c1)OCCO2)C(=O)Nc1nccs1,-3,24,-2,-5,16,4,11,7
CN(C)c1cccc(C(=O)OCC(=O)NC(=O)NCc2ccccc2)c1,-3,8,27,-3,6,-2,2,6
CNC(=O)c1ccc2c(c1)nnn2C,-2,-7,12,-1,-14,-3,5,-3
COc1ccc(-c2noc(CCC(=O)NCCN3CCN(c4ccccc4F)CC3)n2)cc1,1,4,16,8,1,6,-4,5
Cc1ccc(C)c(N2CCN(C(=O)COc3cc(=O)n(C)c4ccccc34)CC2)c1,-1,-1,-2,-21,6,23,2,-1
O=[N+]([O-])c1ccc(C=Nc2ccc(Cl)cc2Cl)s1,4,17,-9,9,10,-23,-12,-4
CN(C)S(=O)(=O)c1cccc(C(=O)Nc2ccc(Cl)cn2)c1,4,11,2,4,5,-53,6,-1
CCOC(=O)C1CCN(C(=O)COc2ccc(S(=O)(=O)N3CCCC3)cc2C)CC1,0,6,-1,-10,1,5,-12,-4

Continuation.
molecule,APJ agonist,CCR6 antagonist,UBC13 polyUb,ATG4B inhibitor,EBI2 antag,Gli-Sufu block,APJ antagonist,CXCR6 inh
C=CCNC(=O)c1ccc(C(=O)c2ccccc2)cc1,-2,13,6,-3,-6,-16,15,-5
CCOC(=O)C(=O)NNc1ccccc1OC,0,5,-2,-6,-14,3,9,-14
CN(C)/C=C(\C#N)C(=O)Nc1ccc(F)c(Cl)c1,-5,2,4,-1,0,-37,14,1
C/C(CCC(C)C)=N\NS(=O)(=O)c1ccc(C)c([N+](=O)[O-])c1,-5,12,-4,3,-4,8,9,1
CC(Oc1ccc(F)cc1)C(O)CCN(C)C (centres undefined),-6,-2,0,0,-1,2,-8,1
CCOc1ccc(/C(O)=C2/C(=O)C(=O)N(CCN(C)C)C2c2ccccc2)cc1Cl (centres undefined),-4,1,0,38,-4,14,-8,3

Entries of single compounds from above. Order of values: APJ agonist	CCR6 antagonist	UBC13 polyUb	ATG4B inhibitor	EBI2 antag	Gli-Sufu block	APJ antagonist	CXCR6 inh
Entry for CCOc1ccccc1C(=O)NCC(=O)O : -4	16	5	-27	-3	1	-5	1
Entry for O=C(CSc1ncc(-c2ccccc2)nn1)NCc1ccco1 : 0	-6	-9	-7	-4	2	3	-4
Entry for CCCNC(=O)Cc1c(OC)ccc2cc(Br)ccc12 : -3	18	-17	-6	2	-20	16	0

An unsorted share of the library. Share with any hit: about 3%.
